# Source: PubChem (several laboratories)
# BoNT-F LC inh = inhibitors of Botulinum neurotoxin F light chain protease; inhibition, % at 10 µM; hit rate 0.22% among 360,000; AID 588497; Multiplex microsphere protease cleavage assay, flow cytometry; in the data active means inhibition above about 35%, passing the limit was not always enough; inconclusive means no clear call, values can overlap the other calls; further: plate controls were buffer without enzyme for full effect and enzyme alone for no effect
# UGM FP inh = inhibitors of M. tuberculosis UDP-galactopyranose mutase; purified UGM, fluorescence polarization probe displacement; hit rate 0.06% among 320,000; inhibition, % at 10 µM; P9WIQ1; in the data active means inhibition above about 10%, passing the limit was not always enough; inconclusive means no clear call, values can overlap the other calls
# Target sequence (P9WIQ1 whole entry, looked up): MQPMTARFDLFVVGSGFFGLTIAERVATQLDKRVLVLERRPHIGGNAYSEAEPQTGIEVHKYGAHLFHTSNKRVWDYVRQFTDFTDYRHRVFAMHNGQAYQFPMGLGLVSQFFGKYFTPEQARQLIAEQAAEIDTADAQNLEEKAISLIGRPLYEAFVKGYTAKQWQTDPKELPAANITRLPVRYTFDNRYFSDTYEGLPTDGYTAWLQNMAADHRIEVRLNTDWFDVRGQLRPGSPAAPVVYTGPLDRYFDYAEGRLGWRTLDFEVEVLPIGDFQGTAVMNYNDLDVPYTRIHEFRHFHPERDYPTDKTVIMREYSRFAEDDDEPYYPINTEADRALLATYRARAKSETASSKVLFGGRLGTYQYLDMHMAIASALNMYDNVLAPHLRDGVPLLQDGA
# Mtb BioA inh = blocks M. tuberculosis BioA enzyme activity; hit rate 0.096% among 360,000; purified M. tuberculosis BioA enzyme, plate reader; inhibition, % at 9.99 µM; AID 602481; in the data active means inhibition above about 40%; inconclusive means no clear call, values can overlap the other calls
# CCHF vOTU inh = blocks the CCHF virus ovarian tumor domain protease | hit rate 0.55% among 370,000 | inhibition, % at 11.5 µM | CCHFV vOTU protease, Pep-AMC fluorescence | AID 651958; further: 0% = vehicle wells with enzyme and 100% = no enzyme wells
# GDH-TPI counter = inhibits GDH-TPI coupling enzymes, artifact for Mtb FBA screen; hit rate 1.2% among 360,000; inhibition, % at 4.8 µM; GDH-TPI coupled enzyme counterscreen, NADH absorbance; AID 588335;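 further: 0% = DMSO wells and 100% = wells lacking the enzyme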
# FadD28 FP inh = inhibitors of Mycobacterium tuberculosis FadD28 bisubstrate binding. FadD28 bisubstrate probe binding, fluorescence polarization. inhibition, % at 12.5 µM. hit rate 0.22% among 360,000. AID 588549; in the data active means inhibition above about 8.5%, passing the limit was not always enough; inconclusive means no clear call, values can overlap the other calls
# FBA Mtb inh = inhibits M. tuberculosis FBA enzyme; purified M. tuberculosis FBA, fluorescence read-out; hit rate 2.3% among 360,000; inhibition, % at 1 µM; P9WQA3; in the data active means inhibition above about 27%;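 further: 0% = vehicle and 100% = reference inhibitor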
# Target sequence (P9WQA3 whole entry, looked up): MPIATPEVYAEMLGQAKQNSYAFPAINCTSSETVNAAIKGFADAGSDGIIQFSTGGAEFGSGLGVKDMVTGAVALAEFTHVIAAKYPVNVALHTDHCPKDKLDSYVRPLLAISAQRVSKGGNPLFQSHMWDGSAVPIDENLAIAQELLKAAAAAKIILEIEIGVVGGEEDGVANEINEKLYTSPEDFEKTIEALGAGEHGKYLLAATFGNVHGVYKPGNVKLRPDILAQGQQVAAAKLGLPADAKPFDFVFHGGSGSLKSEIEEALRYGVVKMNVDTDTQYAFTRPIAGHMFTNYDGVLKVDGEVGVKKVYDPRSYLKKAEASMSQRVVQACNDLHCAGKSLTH
# BoNT A protease = BoNT A light chain protease inhibition; multiplex microsphere protease substrate cleavage, flow cytometry; inhibition, % at 10 µM; hit rate 0.17% among 360,000; in the data active means inhibition above about 30%; inconclusive means no clear call, values can overlap the other calls; further: plate controls were buffer without enzyme for full effect and enzyme alone for no effect
# PrPC TRFRET = cell surface PrPC inhibition, primary TR-FRET screen; hit rate 0.43% among 370,000; P04156; TR-FRET read-out; inhibition, % at 13.8 µM; in the data active means inhibition above about 24%; further: 0% = median of the test wells and 100% = reference compound wells
# Numbers without * were called inactive; u = inconclusive; x = not tested or not shown; & = joins results of further samples. Unless noted, no stated cut-off is given here; in the data, active means inhibition above about 30%; inactive means the rest.
SMILES,BoNT-F LC inh,UGM FP inh,Mtb BioA inh,CCHF vOTU inh,GDH-TPI counter,FadD28 FP inh,FBA Mtb inh,BoNT A protease,PrPC TRFRET
CC(C(=O)Nc1ccc(C#N)cc1)N1CCN(C(=O)C2CC2)CC1 (configuration not stated),12.0,1.2,-1.9,-3.5,12.6,-2.2,1.2,0.3,-8.7
O=C(COC(=O)CCSc1ccc(Cl)cc1)NCc1ccccc1Cl,-2.6,0.7,x,15.9,8.6,-2.0,-0.2,0.7,0.0
OCCC1CN(Cc2cccn2-c2nccs2)CCN1Cc1ccccc1 (configuration not stated),1.1,-1.5,x,-10.2,3.9,-1.7,1.5,-2.2,-2.8
Cc1ccc2cc(CN(Cc3ccco3)C(=O)NC3CCCCC3)c(=O)[nH]c2c1C,-1.4,-1.2,-1.9,-3.4,2.5,-1.5,5.6,-0.7,3.3
COC(=O)CCc1nc2ccccc2nc1OC,-2.1,-2.8,x,-19.9,0.0,0.4,11.3,-0.2,-4.2
O=C(CSc1nnc(-c2c[nH]c3ccccc23)o1)c1ccc(-c2ccccc2)cc1,24.3,-0.9,-0.6,-0.4,15.4,-1.9,3.1,1.8,-5.5
O=S(=O)(NCCN1CCOCC1)c1ccc(F)c(Cl)c1,-14.1,-1.2,-0.4,10.9,0.0,-2.5,3.5,-1.7,-7.4
COc1ccccc1-n1cc(CN2CCCC(CO)(Cc3cccc(Cl)c3)C2)cn1 (configuration not stated),0.6,3.7,0.5,-4.8,0.0,-3.5,-1.3,-1.7,-3.5
CC(CCc1ccco1)NC(=O)Cn1ncc2c1-c1ccccc1OC2 (configuration not stated),3.9,-1.3,1.2,-6.7,-0.5,-1.4,3.9,-0.1,0.5
O=[N+]([O-])c1ccccc1OCCCOc1cccc2cccnc12,u,-0.2,1.8,23.2,21.0,-2.7,-0.8,u,-7.0
CCOC(=O)/C=C/c1ccc2oc3ccccc3c(=O)c2c1,3.6,-1.0,-0.2,-4.5,2.6,-1.6,3.4,-0.1,5.3
c1csc(Cn2c(-c3cccs3)nc3ccccc32)c1,1.6,1.5,4.6,-6.8,34.1*,-16.7,63.2*,4.6,3.7
O=C(CNC1CCCCC1)Nc1cc(S(=O)(=O)N2CCOCC2)ccc1Cl,-3.7,0.8,-1.3,-11.5,3.1,-2.6,105.9*,-1.1,5.0
CC(=C/C(=O)O)/C=C/c1ccco1,6.4,-0.8,x,-6.6,17.3,0.2,1.0,0.4,-0.8
COc1ccc(OC)c(C2=NS(=O)(=O)N(C)C(C(=O)Nc3ccc(C(C)=O)cc3)=C2)c1,1.3,2.0,17.8,3.7,11.3,-1.9,-2.1,0.0,-1.3

# Filtered by structure: the compounds so far containing four or more nitrogen atoms
SMILES,BoNT-F LC inh,UGM FP inh,Mtb BioA inh,CCHF vOTU inh,GDH-TPI counter,FadD28 FP inh,FBA Mtb inh,BoNT A protease,PrPC TRFRET
CC(C(=O)Nc1ccc(C#N)cc1)N1CCN(C(=O)C2CC2)CC1 (configuration not stated),12.0,1.2,-1.9,-3.5,12.6,-2.2,1.2,0.3,-8.7
OCCC1CN(Cc2cccn2-c2nccs2)CCN1Cc1ccccc1 (configuration not stated),1.1,-1.5,x,-10.2,3.9,-1.7,1.5,-2.2,-2.8

# One compound at a time, from the list above. Values in the order: BoNT-F LC inh | UGM FP inh | Mtb BioA inh | CCHF vOTU inh | GDH-TPI counter | FadD28 FP inh | FBA Mtb inh | BoNT A protease | PrPC TRFRET
# `CCOC(=O)/C=C/c1ccc2oc3ccccc3c(=O)c2c1` is listed as 3.6 | -1.0 | -0.2 | -4.5 | 2.6 | -1.6 | 3.4 | -0.1 | 5.3
# `OCCC1CN(Cc2cccn2-c2nccs2)CCN1Cc1ccccc1` (configuration not stated) is listed as 1.1 | -1.5 | x | -10.2 | 3.9 | -1.7 | 1.5 | -2.2 | -2.8
# `COc1ccccc1-n1cc(CN2CCCC(CO)(Cc3cccc(Cl)c3)C2)cn1` (configuration not stated) is listed as 0.6 | 3.7 | 0.5 | -4.8 | 0.0 | -3.5 | -1.3 | -1.7 | -3.5

# (more compounds)
SMILES,BoNT-F LC inh,UGM FP inh,Mtb BioA inh,CCHF vOTU inh,GDH-TPI counter,FadD28 FP inh,FBA Mtb inh,BoNT A protease,PrPC TRFRET
Cc1nnc(NC(=O)CSc2nccn2-c2cccc(C)c2C)s1,-1.8,-1.6,-0.6,-11.0,1.4,-0.1,1.1,-0.9,3.4
CC(C)Cn1c(CCCNC(=O)c2ccco2)nc2ccccc21,3.8,-0.2,3.2,12.6,-9.2,-3.8,-0.6,-0.6,-2.6
Clc1cccc(CON/C=N/c2ncnc3sccc23)c1,-4.5,-2.0,3.0,10.4,1.4,-5.0,1.2,-0.2,15.3
COc1ccc(S(=O)(=O)N2CCC(C(=O)NCCC(=O)Nc3nccs3)CC2)cc1,-0.9,-1.3,-0.4,23.8,-0.8,-2.4,-0.3,-0.2,-2.1
COc1cccc(C(C2=C(O)CC(C)(C)CC2=O)C2C(=O)CC(C)(C)CC2=O)c1 (configuration not stated),8.0,1.1,0.5,1.4,4.9,-2.5,-1.3,0.0,-4.0
O=C(NC(=S)N1CCN(C2CCCCC2)CC1)c1ccccc1,-10.9,-2.5,x,-6.0,15.8,0.1,1.7,-1.1,-4.8
CC1=C(C#N)C(=O)NC(=O)/C1=C/c1ccc(-c2ccc(S(N)(=O)=O)cc2)o1,-7.5,0.9,x,4.5,29.5,5.4,6.7,0.0,-5.2
Cn1c(=O)c(C(=O)Nc2ccccn2)c(O)c2ccccc21,-11.9,-0.6,x,-9.9,5.0,-2.1,-4.2,1.0,2.2
CCN(CC)Cc1c(C(=O)N/N=C/c2ccc(OCc3ccccc3C)cc2)nnn1-c1nonc1N,-4.0,5.1,-1.7,13.3,-6.0,-1.8,-0.9,1.9,1.1
O=C(CNC(=O)c1cccs1)N/N=C/c1c[nH]c2ccccc12,-0.2,-1.9,x,-4.0,1.0,3.0,3.4,0.8,3.6
C/C(=N/OC(=O)c1cccc(C(F)(F)F)c1)c1cnccn1,-8.9,2.3,-2.1,-7.1,-1.2,-3.5,-3.6,-1.6,5.7
Cc1cc(NC(=O)c2ccc(C)c(C)c2)no1,u,-1.5,5.5,-18.5,5.6,-3.9,-0.7,-0.6,-2.6
CC(=O)Nc1ccc(S(=O)(=O)Nc2cccc3cccnc23)cc1,-4.9,9.6,11.2,0.5,3.1,-1.3,2.8,-3.4,-0.4
COc1ccncc1-c1csc(C(O)c2ccccc2)n1 (configuration not stated),-0.5,x,-0.2,8.5,2.6,-2.8,-2.8,-0.3,-2.3
C/C(Cl)=C/Cn1c(N2CCCC2)nc2c1c(=O)[nH]c(=O)n2C,0.0,0.0,-1.4,4.8,-0.5,-2.8,-1.0,0.2,1.2
CCCCOC(=O)C1=C(C)N(C)C(=O)NC1c1cc2c(cc1Br)OCO2 (configuration not stated),-2.8,x,0.6,8.7,-2.7,-2.3,-4.2,0.3,0.6
CCCSC1=NN2CCCC(=O)N=C2S1,-7.8,-1.0,-1.8,-13.3,-18.3,-4.3,-2.8,-0.4,-1.4
CCCCCC(O)(c1ccc(OC)cc1)C(CN1CCOCC1)c1ccccc1 (configuration not stated),0.2,-1.0,-1.0,12.9,-4.0,-2.1,0.1,-0.9,5.0
Cc1noc(C)c1CSc1ccc(Br)cc1,-4.2,0.2,-1.1,27.0,5.3,-0.5,-0.7,0.9,-3.6
COc1cc(OC)cc(-c2c(C#Cc3ccsc3)c3cc(-c4ccccc4OC)ccc3n2C)c1,-5.4,2.4,-3.4,-0.5,39.5*,-1.7,19.1,0.3,4.5
Cc1noc(C)c1COC(=O)c1cc2c3ccccc3n(C)c2s1,x,3.8,-0.5,-3.5,39.5*,0.2,4.8,u,-4.3
O=C(CCSCc1ccccc1Cl)N1CCN(c2ccccn2)CC1,-1.7,2.4,6.8,-3.0,-12.0,-5.1,9.9,0.0,6.3
O=C(COC(=O)c1ccccc1Br)Nc1cc(S(=O)(=O)N2CCOCC2)ccc1N1CCCC1,-1.3,0.3,x,4.8,0.6,-3.2,0.0,-0.7,7.1
O=C(CNc1ccc2ccccc2c1)N/N=C/c1ccccn1,u,0.3,1.5,-1.8,2.3,2.1,4.1,-6.4,2.8
Cc1ccc(C(=O)c2ccc(N3CCOCC3)c(F)c2)cc1,-1.4,4.6,-0.4,-10.6,19.1,-1.5,-3.1,-0.2,5.1
CCc1ccc(/C=C2/SC(=S)N(CCC(=O)Nc3ccc(C(=O)O)cc3)C2=O)cc1,-3.0,3.1,-3.4,-7.8,3.1,0.3,0.3,-0.5,5.0
CC1CCN(c2c(NCC3CCC(C(=O)NCCc4ccccc4)CC3)c(=O)c2=O)CC1 (configuration not stated),-1.6,0.3,0.2,7.0,4.7,-0.6,-2.1,-0.7,-7.4
C/C(=N/O)c1ccc2ccc3ccccc3c2c1,-2.3,3.0,x,4.4,1.9,-5.8,3.0,-0.3,-4.5
COc1cc(CN2CCN(C(=O)c3ccccc3F)CC2)cc(OC)c1OC,31.8,-3.6,1.1,3.3,-4.5,0.3,-0.8,-1.5,2.8
CCOC(=O)N1CCN(C(=O)/C=C/c2ccc(OC)cc2)CC1,27.4,-1.3,3.2,-5.1,8.1,-2.5,0.8,-2.0,4.9
O=C(Cc1ccccc1)N/N=C/c1ccc(-c2ccc([N+](=O)[O-])cc2)o1,-1.2,7.8,-1.7,-7.2,13.3,-0.7,-2.0,2.6,-12.4
O=[N+]([O-])c1cccc(S(=O)(=O)NCc2ccccn2)c1,u,-0.6,-2.5,7.1,22.4,-0.6,0.1,u,-19.9
COc1cccc(NC(=O)CSc2ncnc3c2oc2ccccc23)c1,-7.0,0.9,-1.4,-5.9,4.7,-0.8,1.4,0.2,1.9
CNC(=O)C1CCC(=O)N1Cc1c[nH]c2ccccc12 (configuration not stated),7.8,x,x,7.4,x,-0.2,1.1,0.2,3.3
Cc1cc2oc(=O)cc(CSc3nc(N)cc(N)n3)c2cc1C(C)C,-8.4,-0.9,x,3.9,21.1,-4.1,1.9,0.5,3.2
Cc1cc[n+](CC(=O)c2cc3ccccc3oc2=O)cc1,6.5,0.2,0.6,-19.9,2.9,u,4.5,1.1,-9.2
C[C@@H]1CCCCO[C@@H](CN(C)S(=O)(=O)c2ccc(F)cc2)[C@@H](C)CN([C@H](C)CO)C(=O)c2cc(NC(=O)c3ccccc3)ccc2O1,6.7,x,-6.3&-2.9,3.7,1.4,1.3,3.1,0.0,-5.9
Cc1ccc(CN2CC(N3CC=CC3)CS2(=O)=O)cc1 (configuration not stated),-7.6,x,-0.2,1.8,x,-2.7,0.1,0.2,-6.0
CCN(CC)C(=O)CSc1nnc(-c2ccccn2)n1-c1ccccc1OC,-3.7,-0.2,0.2,-12.1,4.3,2.3,4.2,1.2,0.2
CC(C)C[C@H]1CN(CCCC[C@@H]2CNC(=O)C(=O)N2CCc2ccccc2)C(=O)C(=O)N1CCc1ccccc1,-6.1,x,x,0.8,x,x,x,0.2,3.1
CC1(c2cccc(Br)c2)NC(=O)NC1=O (configuration not stated),13.2,-0.6,-2.3,-11.9,-3.0,-1.4,1.7,1.0,9.4
Cc1ccc(C(=O)NC2CC3CCC(C2)N3C)cc1 (configuration not stated),3.8,0.2,-1.3,-3.2,0.9,-2.5,4.5,0.7,-5.5
N#CC(c1cccc(Cl)c1)c1ncc(C(F)(F)F)cc1Cl (configuration not stated),-24.1,1.1,0.0,5.1,10.1,-2.5,-2.5,u,0.5

# Three structures out of the list, ordered by number of heavy atoms, low to high.
SMILES,BoNT-F LC inh,UGM FP inh,Mtb BioA inh,CCHF vOTU inh,GDH-TPI counter,FadD28 FP inh,FBA Mtb inh,BoNT A protease,PrPC TRFRET
CC1(c2cccc(Br)c2)NC(=O)NC1=O (configuration not stated),13.2,-0.6,-2.3,-11.9,-3.0,-1.4,1.7,1.0,9.4
Cc1ccc(CN2CC(N3CC=CC3)CS2(=O)=O)cc1 (configuration not stated),-7.6,x,-0.2,1.8,x,-2.7,0.1,0.2,-6.0
CCN(CC)C(=O)CSc1nnc(-c2ccccn2)n1-c1ccccc1OC,-3.7,-0.2,0.2,-12.1,4.3,2.3,4.2,1.2,0.2
